Yeast life ext: compounds extending yeast replicative lifespan, primary screen, S. cerevisiae, OD615. AID 775, 2007. S. cerevisiae growth with nicotinamide; deaD strain in restrictive glucose medium. 0.68% of 130,000 active. inhibition of the nicotinamide effect, % at 10 µM;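 active = inhibition above a set limit, placed 3 SD over the median of all compounds, cut at about 26% in these data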;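 note: 0% = nicotinamide-treated wells and 100% = cells grown without nicotinamide; some compounds called inactive have numbers as strong as hits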
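System: DeaD-strain S. cerevisiae / Buffer or medium: CSMM-D, restrictive glucose (dextrose) synthetic minimal medium / Probe or stimulus: nicotinamide, 1.5 mM, co-present with compound / Compound: one concentration, 10 µM, DMSO 0.25% / Incubation: 48 h compound exposure at 30 °C, humidified / Technique: optical density (absorbance) at 615 nm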
NPY-Y2 antag: NPY-Y2 receptor antagonists, primary screen, cell-based; Neuropeptide Y receptor type 2 (Homo sapiens), P49146; NPY-Y2 expressing cells, antagonist mode; inhibition, % at 2.7 µM; 0.99% of 140,000 active; in the data active = inhibition above about 17%;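 note: 0% = vehicle with agonist challenge and 100% = reference antagonist with challenge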
Target sequence (P49146 whole entry, looked up): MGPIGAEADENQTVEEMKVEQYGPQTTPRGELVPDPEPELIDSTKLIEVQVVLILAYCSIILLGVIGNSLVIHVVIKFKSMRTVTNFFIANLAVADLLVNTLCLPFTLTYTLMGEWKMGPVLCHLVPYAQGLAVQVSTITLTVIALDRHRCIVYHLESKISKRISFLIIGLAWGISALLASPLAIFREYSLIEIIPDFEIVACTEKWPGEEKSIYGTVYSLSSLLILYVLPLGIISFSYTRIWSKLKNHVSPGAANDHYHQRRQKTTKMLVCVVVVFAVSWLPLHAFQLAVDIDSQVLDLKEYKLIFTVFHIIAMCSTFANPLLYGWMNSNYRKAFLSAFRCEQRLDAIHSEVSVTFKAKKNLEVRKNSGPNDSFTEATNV
HCT116 PTEN-null: growth suppression of PTEN-null HCT116, primary screen, cell-based, CellTiter-Glo | HCT116 PTEN-null viability, 60 h; stronger effect = lower value | viability, % at 10 µM | 1.2% of 140,000 active | AID 827, 2007;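 active = viability at or below a set limit, 4 SD under the median of all tested compounds, cut at about 3.7% in these data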;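 note: PTEN knockout HCT116 line with beta catenin targeted HCT116 as companion control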
BB579 growth dn: growth inhibitors of yeast BB579 in restrictive medium, primary screen, yeast lifespan-shortening project, S. cerevisiae | OD615, 48 h | inhibition, % at 10 µM | 0.51% of 140,000 active;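 active = inhibition above a set limit, 3 SD over the mean compound inhibition, cut at about 44% in these data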; note: inactives centre near -24
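Material: Saccharomyces cerevisiae DeaD strain BB579, replicative lifespan model yeast; buffer or medium: CSMM-D restrictive synthetic medium containing dextrose (glucose); compound: 10 µM single dose, DMSO 0.25%; timing: 48 h compound exposure at 30 °C after 4 h preincubation; signal: turbidity as optical density at 615 nm; benchmarks: positive control amphotericin B 10 µg/mL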
E-sel TNF inh: E-selectin induction blockers in HUVEC – imaging, immunofluorescence, high content, primary screen | HUVEC TNFa-induced E-selectin immunofluorescence | inhibition, % at 2 µM | 0.71% of 120,000 active | AID 1246, 2008;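 active = inhibition above the batch mean plus 3 SD, and confirmed as a hit on visual image review, cut at about 43% in these data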;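 note: 0% = TNF-stimulated DMSO wells and 100% = unstimulated control wells; not every result past the cut was called active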
GALR2 blocker: GALR2 antagonists in receptor-expressing cells, primary screen. antagonist mode. inhibition, % at 4 µM. Galanin receptor type 2 (Homo sapiens), O43603. 0.39% of 140,000 active; in the data active = inhibition above about 27%;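 note: cells stimulated with galanin 1-16 at roughly its EC80; 0% = agonist challenge control and 100% = basal control without agonist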
Target sequence (O43603 whole entry, looked up): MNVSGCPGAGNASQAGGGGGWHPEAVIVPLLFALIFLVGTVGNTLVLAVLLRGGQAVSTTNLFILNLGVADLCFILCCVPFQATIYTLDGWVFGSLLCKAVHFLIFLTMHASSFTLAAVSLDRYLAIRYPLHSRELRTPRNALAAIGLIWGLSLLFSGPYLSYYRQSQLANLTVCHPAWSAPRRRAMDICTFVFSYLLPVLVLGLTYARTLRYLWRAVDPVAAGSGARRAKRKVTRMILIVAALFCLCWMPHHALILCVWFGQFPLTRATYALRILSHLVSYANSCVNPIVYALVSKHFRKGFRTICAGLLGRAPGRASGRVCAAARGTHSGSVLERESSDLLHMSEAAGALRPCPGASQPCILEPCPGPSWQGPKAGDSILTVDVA
Phagocytosis inh: inhibitors of macrophage phagocytosis, primary screen, imaging, J774A.1 cells, IgG beads; 0.07% of 110,000 active; AID 1029, 2008; inhibition, % at 5 µM; J774A.1 macrophage IgG-bead phagocytosis;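 active = inhibition above the mean of the plate negative controls plus 5 SD, cut at about 13% in these data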;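 note: phagocytic index as fraction of beads internalized from green versus red external bead signal; plate controls were DMSO negative control for no effect and cytochalasin-D positive control for full effect; some results beyond the cut were filed as inactive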
Measles CPE: compounds protecting cells from measles virus cytopathic effect, primary screen, measles RdRp inhibitor project, single point, MLSMR library, absorbance | Measles virus-infected cells, CPE protection | protection (pct of control), % at 4 µM | 1.5% of 140,000 active | AID 841, 2007; in the data active = protection mostly above about 24%, no sharp cut-off; inactive = mostly below about 26%; note: some compounds called inactive have numbers as strong as hits
HCT116 bCat-KO: primary screen for growth suppressors in beta-catenin knockout HCT116 cells (colon tumor, human). HCT116 beta-catenin knockout viability, CellTiter-Glo, 60 h; stronger effect = lower value. viability, % at 10 µM. AID 818, 2007. 1.5% of 140,000 active;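 active = viability at or under a set limit, the compound median less 4 SD, cut at about 6% in these data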;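 note: 0% = Hyamine 1622 control at 20 µM and 100% = untreated cell control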
MRP-1 activ: H69AR viability gain despite doxorubicin, primary screen, MRP-1 activator project, H69AR cells, CellTiter-Glo | viability rescue | viability increase, % at 10 µM | 0.61% of 140,000 active | AID 799, 2007;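 active = viability gain under doxorubicin at or above a set limit, the compound median plus 3 SD, cut at about 4.7% in these data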;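 note: MRP-1 overexpressing cells given doxorubicin 25 µM after compound pretreatment; 18-22 h compound pretreatment then 72 h with doxorubicin before readout; 0% = doxorubicin-only wells and 100% = vehicle-treated cells without doxorubicin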
* marks the source's active call; other numbers are inactive results; · = no result given.

SMILES	Yeast life ext	NPY-Y2 antag	HCT116 PTEN-null	BB579 growth dn	E-sel TNF inh	GALR2 blocker	Phagocytosis inh	Measles CPE	HCT116 bCat-KO	MRP-1 activ
CC1CCN(CCCNC(=O)CN2CCN(Cc3ccc(Cl)cc3)C2=O)CC1	1	-1	92	-8	2	-7	·	15	91	-0.6
CC(C)N(C(=O)c1sc2cc([N+](=O)[O-])ccc2c1Cl)C(C)C	-16	4	92	-62	3	4	1	4	99	0.3
Cc1cc(CNC(=O)Nc2ccc3c(c2)OCO3)nn1C	-21	1	107	-2	-19	-8	2	7	93	-1.8
Cn1c(SCC(=O)OC2CCCCC2)nnc1-c1ccc(S(=O)(=O)N2CCCC2)cc1	-4	4	90	-59	0	5	0	9	92	-1.8
CCS(=O)(=O)c1ccc(-c2csc(-c3ccc(Cl)cc3)n2)c(Cl)c1Cl	-25	0	86	-23	·	1	0	3	78	0.5
COc1ccc(NC(=O)N2Cc3ccccc3CC2C(=O)NC(C)(C)C)cc1 (centres undefined)	-5	-2	99	-12	·	4	·	17	90	0.7
N#Cc1c(SCC(=O)OCc2ccccc2)nsc1SCC(=O)OCc1ccccc1	5	1	95	-37	7	-7	-1	9	84	-1.9
Oc1ccc(N2CCN(C(c3ccncc3)c3nnnn3C3CCCC3)CC2)cc1 (centres undefined)	-14	2	67	-32	1	-8	0	3	62	-4.0
Cc1ccc(N(C(=O)Cc2cccs2)C(C(=O)NC2CCCCC2)c2ccccn2)cc1C (centres undefined)	11	10	80	-37	15	9	-7	12	67	0.0
COc1cc2c(cc1OC)C(C(=O)N1CCOCC1)C(c1cccs1)N(C)C2=O (centres undefined)	-5	8	104	-43	·	-4	·	17	101	-1.1
COC(=O)C1C(=O)OC(C)(C)C1C(C)C(=O)c1ccccc1 (centres undefined)	-4	3	·	-41	-2	-5	0	10	101	0.2
COC(=O)CSc1nc2c(c(-c3ccc(C)o3)c1C#N)CCCC2	-9	4	96	-9	-5	-3	0	40	80	-2.4
COC(=O)C1=C(C)N(C(C)C)C(=O)C1(NC(C)=O)C(F)(F)F (centres undefined)	2	2	100	-28	-8	-21	0	7	102	-2.3
Cc1cccc(C(=O)NCCC(=O)Nc2nc(C)c(Cc3ccc4c(c3)OCO4)s2)c1	4	4	96	-15	·	4	-3	5	94	-1.4
O=C(/C=C/c1cccnc1)c1ccc(NC(=O)c2cccc(Br)c2)cc1	-16	6	3.6*	-27	-54	-5	0	15	5.7*	-4.7
CNc1nnc(-c2ccc(N(C)C)cc2)s1	·	3	88	-1	13	-5	·	3	89	-1.4
COc1ccc(NC(=O)/C=C/c2ccccc2)cn1	-7	4	81	-41	18	1	-8	19	94	-1.6
COc1cccc2[nH]c3c(N4CCC(C(N)=O)CC4)ncnc3c12	-8	-1	102	-70	·	-4	0	3	94	0.0
COc1ccc(OC2C(=O)N(CCc3ccc(OC)c(OC)c3)C2c2ccc3c(c2)OCO3)cc1 (centres undefined)	3	1	68	-11	-22	-2	0	12	79	-0.4
Cc1ccc(C(c2nnnn2Cc2cccs2)N2CCN(Cc3ccc4c(c3)OCO4)CC2)cc1 (centres undefined)	-7	6	66	-38	-33	8	0	5	70	-5.4

The final 3 records of the section above open the next one.
SMILES	Yeast life ext	NPY-Y2 antag	HCT116 PTEN-null	BB579 growth dn	E-sel TNF inh	GALR2 blocker	Phagocytosis inh	Measles CPE	HCT116 bCat-KO	MRP-1 activ
COc1cccc2[nH]c3c(N4CCC(C(N)=O)CC4)ncnc3c12	-8	-1	102	-70	·	-4	0	3	94	0.0
COc1ccc(OC2C(=O)N(CCc3ccc(OC)c(OC)c3)C2c2ccc3c(c2)OCO3)cc1 (centres undefined)	3	1	68	-11	-22	-2	0	12	79	-0.4
Cc1ccc(C(c2nnnn2Cc2cccs2)N2CCN(Cc3ccc4c(c3)OCO4)CC2)cc1 (centres undefined)	-7	6	66	-38	-33	8	0	5	70	-5.4
CCCc1nnc(SCC(=O)N2CCOCC2)n1CCCOC	-2	-3	96	-55	-11	11	·	18	98	-0.2
S=C(Nc1ccc(Cl)cc1)NC1CC2CCCC(C1)N2C1CC1 (centres undefined)	-6	0	92	-76	-19	-7	0	26	74	-2.4
CC1(C(=O)N(CC(=O)NC2CCCC2)C2CCCC2)CC(=O)N=C2C=CC=CN21 (centres undefined)	-4	0	106	0	-30	9	0	3	108	-2.3
CCN1/C(=C\C(C)=O)Sc2ccc(OC)cc21	-13	1	86	-22	-7	-9	-1	6	87	-3.0
CCNc1nc(NOC)nc(OCC#N)n1	0	0	94	-10	·	-5	-9	16	99	0.5
O=C(O)CN1C(=O)c2cccc(Oc3ccc(Cl)cc3)c2C1=O	1	0	91	-22	12	-8	-1	6	98	-0.6
Cn1c(C(=O)N2CCc3ccccc3C2)cc2c(=O)n3ccccc3nc21	-31	5	75	-12	·	-9	·	4	80	-2.8
OC1C=CSc2nc3ccccc3n21 (centres undefined)	18	4	81	6	3	4	1	14	77	-3.8
Cc1ccc(NC(=O)NC(=O)CN2C(=O)NC3(CCCCCCC3)C2=O)c(C)c1	-9	5	90	-45	-10	-3	·	19	92	-1.1
CCn1c(CNc2ccc(Cl)cc2)nnc1SCC(=O)NCc1ccccc1	-16	1	93	-12	-4	9	-1	7	96	-1.7
COC(=O)/C=C/C(=O)N1CCN(c2cccc(Cl)c2)CC1	8	2	74	-35	4	4	-4	4	74	-4.5
N#CCSc1nnc(C2CCCCC2)n1-c1ccccc1	6	1	97	-40	-2	7	0	4	103	-0.6
O=[N+]([O-])c1ccc2nc(-c3ccc(Cl)cc3)[nH]c2c1	-6	6	2.7*	21	-2	6	2	3	8	-4.6
CSc1nc2nc(C)cc(-c3ccccc3)n2n1	-22	1	89	-34	-16	0	·	17	94	-0.9
Cc1ccc(C2=[N+]([O-])C3(CCCCC3=O)N(O)C2(C)C)cc1 (centres undefined)	3	-1	98	-37	2	2	1	7	95	-1.6
c1ccc(-c2nnnc3ccccc23)cc1	-1	0	78	-13	·	-8	-2	7	60	-4.0
NC(=O)c1c(NC(=O)CN2C(=O)CCC2=O)sc2c1CCCCC2	-7	0	96	-43	·	3	0	24	96	-1.1
COc1cccc(NC(=O)c2cc(OC)c(OC)c(OC)c2Br)c1	0	0	90	-46	·	-26	-4	2	96	-2.8
CC(C)c1cccc(C(C)C)c1NC(=O)c1ccc(OCC(=O)NCc2ccccc2)cc1	13	2	50	-7	·	-7	-6	6	31	-5.3
CCN(CC1COc2ccccc2O1)C(=S)Nc1ccccc1 (centres undefined)	-11	6	69	-28	-23	0	-2	2	63	-1.3
N#Cc1nc(COc2ccc(Br)cc2)oc1NCCN1CCOCC1	-4	4	82	11	·	9	-2	7	95	7.7*
COc1cc(C2N(C)CCC3(OCCO3)C2(C)C)cc(OC)c1OC (centres undefined)	1	0	101	0	30	-6	-1	11	98	-1.0
Cc1ccccc1-c1noc(N)c1C#N	-8	3	64	-19	19	-5	0	5	73	-2.1
COC(=O)c1nc2ccc(C)cn2c1F	-7	1	98	38	1	-8	·	25	108	0.4
CCCCNC(=O)CN1C(=O)NC2(CCCc3ccccc32)C1=O (centres undefined)	-11	-1	87	-41	-25	1	0	4	96	-1.1
Cn1c(Cn2nnc3ccccc32)nnc1SCC(=O)c1ccc(F)cc1	-4	1	84	6	-2	-9	0	13	89	-1.6
CC(C)(C)NC(=O)CSc1nc2ccc(NC(=O)CSc3nnnn3Cc3ccccc3)cc2s1	-9	3	30	-46	-6	7	0	44*	17	-0.8
Oc1c(C(c2cccc(F)c2)N2CCN(Cc3ccccc3)CC2)sc2ncnn12 (centres undefined)	4	4	97	-34	-36	21	·	2	94	-0.1
CCc1cc2c(=O)[nH]c(-c3ccccn3)nc2s1	-6	2	2.3*	78*	-2	17	3	1	2.5*	-5.3
Cc1ccc(-n2c(C)cc(C(=O)COc3c(CO)cc(F)cc3CO)c2C)cc1C	-2	3	20	-23	-1	-10	-4	8	18	-3.4
COc1cccc(N(C(=O)Cn2nnc3ccccc32)C(C(=O)NCc2ccco2)c2cccnc2)c1 (centres undefined)	-4	2	95	-50	-10	5	0	2	98	-3.1
CCN=C1SC(C(=O)Nc2ccc(Cl)c(Cl)c2)CC(=O)N1CC (centres undefined)	-4	3	100	-44	-8	24	0	9	103	0.4
COc1ccc(C(=O)Nc2ccc(NC(=O)c3cnccn3)cn2)cc1	-25	-1	104	-2	15	-3	·	8	101	-3.0
O=C(/C=C/c1cccc([N+](=O)[O-])c1)Nn1c(-c2ccccc2F)nc2ccccc2c1=O	1	66*	89	-13	-2	4	4	20	91	0.6
COCCNC(=O)c1c(N)n(-c2ccccc2)c2nc3ccccc3nc12	-3	2	92	-25	14	2	-1	4	91	-3.6
CCc1ccc(OCC(=O)Nc2ccc(S(=O)(=O)N3CCCC3)cc2)c(Br)c1	0	2	78	-1	-9	-10	0	8	70	-0.6
O=C(N/N=C/c1ccc(O)cc1)c1[nH]c2ccc(Br)cc2c1-c1ccccc1	-2	2	16	-22	·	19	-7	4	17	-3.9
CCc1ccc(OCC(=O)NC(C)(C)C)cc1	5	4	88	-16	58	-1	1	16	100	-0.1
CCOc1ccc(OCC)c(NC(=O)CN2CCN(c3cccc(C)c3)CC2)c1	0	3	93	-19	95*	-7	·	5	88	-3.7
CC(=O)c1c(C)[nH]c(C(=O)COc2cc(C)cc(C)c2)c1C	-16	5	80	-29	·	4	·	4	105	-0.5
COCc1cc(=O)[nH]c2cc(NC(=O)C3CC3)c(C)cc12	-9	0	90	-36	-2	12	0	24	112	0.0
COc1cc(/C=N/NC(=O)COc2ccc(C)cc2)ccc1OC(=O)c1cccs1	-7	4	92	-28	-12	5	-6	2	84	0.9
CC(C)(C)Nc1nc(C(N)=O)nc(N2CCOCC2)n1	-2	-1	77	-1	-18	-6	2	3	66	-2.0
c1ccc2c(c1)nnn2Cc1nnc2sc(-c3ccc4c(c3)OCCO4)nn12	-16	3	93	-45	-23	5	·	6	83	-1.5
COc1ccc(CNC(=O)CSc2ncnc3nc[nH]c23)cc1	0	0	98	-35	-1	-11	-1	30	98	-3.4
COCCn1c(COc2ccc(Cl)cc2)nnc1SCC(N)=O	-2	-1	97	-5	-6	0	0	21	99	-0.2
COc1ccc2c(c1)c(=O)c(C(=O)O)c(-c1ccc3c(c1)OCO3)n2C	12	1	97	-37	2	-9	-3	3	102	-0.2
